# High-throughput results as filed in PubChem BioAssay.
# ABHD4 inh: inhibitors of mouse ABHD4. Q8VD66. purified mABHD4, FP-Rh probe fluorescence polarization. inhibition, % at 8.92 µM. 370,000 tested, 0.54% active. AID 720543;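 active means inhibition exceeding the mean over every tested compound plus 3 SD, cut at about 30% in these data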;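 further: 0% = plate median of compound wells and 100% = S159A mutant with DMSO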
#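 Test system: mABHD4 protein; Read-out basis: % inhibition; Incubation: 45 min + 60 min at 25 °C; Repeats: single replicate; Technique: fluorescence polarization with parallel and perpendicular emission, 525/598 nm; Compound: 8.92 µM, single dose; Benchmarks: full inhibition S159A mutant plus DMSO, zero as sample-well median.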
# HTRA1 inhibitor: inhibitors of human serine peptidase HTRA1 | inhibition, % at 5.96 µM | recombinant HTRA1, FP-rhodamine activity-based probe, fluorescence polarization | 340,000 tested, 0.5% active | Q92743; in the data active means inhibition above about 36%;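 further: 0% = enzyme with DMSO and 100% = wells lacking enzyme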
# rCAG RNA binder: r(CAG) repeat RNA binding | inhibition, % at 3 µM | AID 651821 | TO-PRO-1 dye displacement fluorescence | 370,000 tested, 1.3% active;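 active means inhibition above the plate cutoff, the mean of all test compounds on that plate plus 3 SD, cut at about 35% in these data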;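 further: 0% = DMSO alone and 100% = 100 µM mitoxantrone as full dye displacement; higher means more dye released from RNA so lower well fluorescence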
# MBD2 inh: inhibitors of human MBD2 binding to methylated oligonucleotide. TR-FRET. 370,000 tested, 0.31% active. AID 686964. inhibition, % at 4.4 µM; in the data active means inhibition above about 13%
# TCR-CD3 inh: human TCR-CD3 binding inhibition; TAMRA-labeled TCR probe fluorescence, biochemical; inhibition, % at 9.4 µM; 360,000 tested, 0.37% active; in the data active means inhibition above about 19%;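 further: recombinant mutant TCR 2C K166C tagged with TAMRA read by polarization; 0% = receptor in buffer alone and 100% = receptor with positive control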
# TDP2 absorb: TDP2 (human) inhibition, absorbance primary screen. O95551. recombinant TDP2, T5PNP hydrolysis, p-nitrophenol absorbance 415 nm. inhibition, % at 12.8 µM. 370,000 tested, 0.34% active;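 active means inhibition above the mean of all tested compounds plus 3 SD, set per campaign, cut at about 25% in these data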;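 further: 0% = DMSO with enzyme and 100% = buffer with substrate but no TDP2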
#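 System – recombinant human TDP2 · Amount – 120 nM TDP2 per well · Buffer or medium – Mg2+-containing Tris-HCl buffer, pH 7.5 · Reagent – T5PNP substrate, 5 mM · Dosing – 12.8 µM single point, 1% DMSO · Incubation – 2 h at 37 °C · Measured by – epi absorbance · Read-out basis – percent inhibition · Benchmarks – high control without enzyme, low control DMSO plus TDP2 · Repeats – singlicate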
# PRMT1 inh: inhibitors of human PRMT1 | Q99873 | recombinant PRMT1, activity-based probe fluorescence polarization | inhibition, % at 2.79 µM | 370,000 tested, 1.3% active;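 active means inhibition above about 21% made by adding two undisclosed values, limit read from the data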
# LEDGF integ inh: blocks HIV-1 LEDGF/p75-dependent DNA integration | TR-FRET IN-LEDGF/p75 DNA integration, Eu/Cy5 | inhibition, % at 3.7 µM | 370,000 tested, 0.64% active | AID 743269;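 active means inhibition above the screen-wide mean plus 3 SD, cut at about 13% in these data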;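 further: signal is the Cy5 over europium emission ratio at 671 and 618 nm; 0% = plate median of compound wells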
# SIAE inh: human SIAE inhibition, primary screen; Q9HAT2; SIAE FP-Rh probe binding, fluorescence polarization; inhibition, % at 9.66 µM; 370,000 tested, 0.69% active;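 active means inhibition above a cutoff: mean of compounds within the control limits plus 3 SD of those, cut at about 17% in these data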;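 further: 0% = plate median of compound wells and 100% = probe without SIAE protein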
# GC-B act: GC-B (human) receptor activation. AID 1920062. HEK293-GC-B cells, CNP EC30, cGMP TR-FRET; 0% at EC30 CNP, 100% saturating CNP. P20594. activation, % at 10 µM. 370,000 tested, 0.11% active;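 active means activation at 10 µM reaching about 35% in either raw or pattern-adjusted values, limit read from the data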
# Target sequence (P20594 whole entry, looked up): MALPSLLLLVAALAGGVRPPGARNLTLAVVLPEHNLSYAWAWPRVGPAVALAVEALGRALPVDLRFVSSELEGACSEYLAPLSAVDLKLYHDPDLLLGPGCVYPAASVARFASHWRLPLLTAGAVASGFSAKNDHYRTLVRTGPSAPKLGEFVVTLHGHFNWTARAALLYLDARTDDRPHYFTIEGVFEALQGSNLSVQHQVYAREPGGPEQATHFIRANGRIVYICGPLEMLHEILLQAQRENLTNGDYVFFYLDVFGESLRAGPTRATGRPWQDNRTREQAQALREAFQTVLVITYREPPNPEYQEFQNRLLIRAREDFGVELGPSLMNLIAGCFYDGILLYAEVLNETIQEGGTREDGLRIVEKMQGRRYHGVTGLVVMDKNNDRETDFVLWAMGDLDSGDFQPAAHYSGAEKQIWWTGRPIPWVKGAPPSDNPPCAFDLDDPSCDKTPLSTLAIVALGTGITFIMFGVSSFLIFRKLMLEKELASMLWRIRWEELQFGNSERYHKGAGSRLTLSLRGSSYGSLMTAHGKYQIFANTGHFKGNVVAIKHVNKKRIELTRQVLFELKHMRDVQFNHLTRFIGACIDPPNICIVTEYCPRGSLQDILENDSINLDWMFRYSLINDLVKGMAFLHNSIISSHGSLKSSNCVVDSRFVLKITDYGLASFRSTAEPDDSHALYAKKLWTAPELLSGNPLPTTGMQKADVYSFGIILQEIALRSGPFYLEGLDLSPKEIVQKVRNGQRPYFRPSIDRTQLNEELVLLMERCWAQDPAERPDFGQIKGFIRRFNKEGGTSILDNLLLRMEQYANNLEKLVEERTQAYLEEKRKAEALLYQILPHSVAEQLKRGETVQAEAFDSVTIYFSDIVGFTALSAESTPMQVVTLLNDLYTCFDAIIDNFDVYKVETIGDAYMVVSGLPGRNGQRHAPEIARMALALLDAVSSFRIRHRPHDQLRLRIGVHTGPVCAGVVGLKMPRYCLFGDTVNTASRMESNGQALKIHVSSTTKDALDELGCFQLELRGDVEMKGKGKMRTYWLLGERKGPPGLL
# * = called active by the depositor; nt = no result given. The list is partial (hit frequency here may not be typical).
# Values run as follows: ABHD4 inh	HTRA1 inhibitor	rCAG RNA binder	MBD2 inh	TCR-CD3 inh	TDP2 absorb	PRMT1 inh	LEDGF integ inh	SIAE inh	GC-B act
> O=C(COc1ccccc1Br)Nc1ccc(S(=O)(=O)N2CCCC2)cc1
 : -13	-28	7	-1	7	5	-1	-1	-8	3
> Cc1cccc(NC(=O)NC(C)CCc2ccccc2)c1 (stereo unspecified)
 : -11	-20	-3	2	6	-5	-5	-4	7	5
> Cn1cnnc1SCC(=O)Nc1ccc(Cl)c(S(=O)(=O)N2CCOCC2)c1
 : -1	3	-1	3	3	1	-1	4	-9	0
> CCC1(CC)C(=O)C(C)(C)C(=O)OC1c1cccs1 (stereo unspecified)
 : -3	1	-5	-5	7	-3	-1	-2	8	0
> Nc1ccc2oc(-c3cccc4ccccc34)nc2c1
 : 4	-6	9	-5	-4	-11	0	-3	2	-23
> CCn1c(SCC(=O)Nc2nccs2)nnc1-c1cccnc1
 : -8	-4	-2	5	0	-3	5	1	8	2
> O=C(NNC(=O)c1cccs1)c1ccc(Cl)c([N+](=O)[O-])c1
 : -2	0	3	2	-2	-2	1	0	3	1
> CCCCOc1ccc(C(=O)NCC(=O)NC2CCC(C)CC2)cc1 (stereo unspecified)
 : 12	1	-5	5	-2	8	3	-6	-2	2
> Cc1cc([N+](=O)[O-])ccc1NC(=O)CCC(=O)N1CCCC1
 : 5	8	-4	4	3	-10	2	1	-3	3
> CCN(CC(=O)Nc1c(F)cccc1F)C(=O)c1ccc(=O)n(C)n1
 : 7	-1	-2	4	-9	-2	4	-5	-2	4
> Cc1ccc(OCCCCNC2CCCC(C)C2C)c(C)c1 (stereo unspecified)
 : 18	2	7	6	-5	-3	-3	0	1	-8
> CCOC(=O)c1c(C)n(C)c2ccc(OCC(O)CN3C(=O)c4ccccc4S3(=O)=O)cc12 (stereo unspecified)
 : -20	-4	9	9	-8	-6	2	6	-17	6
> O=C(NCCCN1CCOCC1)C1Nc2ccc(OC(F)(F)F)cc2C2C=CCC12 (stereo unspecified)
 : 14	28	6	-5	-2	6	0	0	13	3
> Cn1cnc2c1c(=O)n(Cc1cccc(Br)c1)c(=O)n2C
 : 2	-2	-3	1	-6	4	-2	4	10	3
> COC(=O)c1c(C)[nH]c(O)c1C=Nc1ccc(C(C)C)cc1
 : -5	15	0	-1	-11	3	3	-2	1	-16
> O=C(NC1CCSc2ccccc21)c1c(F)cccc1Cl (stereo unspecified)
 : -3	1	-4	1	3	-6	1	-7	-10	-3
> CCOC(=O)C1=C(C)NC(SCC(=O)Nc2cc(C)on2)=C(C#N)C1c1cccs1 (stereo unspecified)
 : 1	-13	0	0	7	-3	-2	-2	4	-7
> CC1(C(=O)NCc2ccccc2Br)CCN1C(=O)CCc1ccc(Cl)cc1Cl (stereo unspecified)
 : -29	nt	2	1	-7	-12	5	5	-2	-3
> Cc1ccc(NC(=O)COc2nsnc2N2CCOCC2)cc1Cl
 : -1	-5	-1	5	4	-9	-1	5	3	-7
> CN1N=C(c2ccc(Cl)cc2)CC(c2ccc(Cl)cc2)C1=O (stereo unspecified)
 : -13	-13	-6	7	10	-3	-4	1	-5	-5
> CC1CCCCN1C(=O)Nc1cccc(Cl)c1 (stereo unspecified)
 : -5	0	-3	2	6	5	0	-1	-2	2
> CC(=O)Oc1ccc(-c2cccc(C(=O)OCC(=O)Nc3ccccc3Oc3ccccc3)c2)cc1
 : -14	1	1	-4	3	7	1	-2	-11	-2
> Cc1nn(-c2ccccc2)c(Cl)c1/C=C1\SC(=S)N(C)C1=O
 : -2	-2	2	2	-1	-5	3	0	-7	-12
> O=C(NNc1c2ccccc2nc2ccccc12)c1ccccc1Cl
 : 8	1	12	-4	8	-12	-7	5	8	0
> NNC(=O)c1cc2ccccc2cc1NS(=O)(=O)c1ccccc1
 : -14	-5	54*	-7	0	-13	1	1	-33	2
> NC(=O)c1ccc(NC(=O)C2CCCC2)cc1
 : -4	10	-1	5	-3	0	1	0	-3	2
> O=C1C=C(c2ccc(O)cc2)C[C@@H](c2ccc3c(c2)OCO3)C1
 : -8	-19	-1	5	-4	0	-4	3	-4	22
> N#CC1=C(N)Oc2n[nH]c(-c3ccncc3)c2C1c1ccsc1 (stereo unspecified)
 : 2	-5	0	-5	1	15	3	0	-5	0
> CCOc1ccc(C(=O)C(C)OC(=O)C2CCN(c3ccc(C(F)(F)F)cn3)CC2)cc1 (stereo unspecified)
 : -13	-8	0	-6	-18	-31	-1	4	-6	3
> O=C(CSc1nn(-c2ccccc2)c(=S)s1)NC1CCS(=O)(=O)C1 (stereo unspecified)
 : 6	0	2	1	4	8	1	1	-1	-1

# Whole records from above. Screens in order: ABHD4 inh | HTRA1 inhibitor | rCAG RNA binder | MBD2 inh | TCR-CD3 inh | TDP2 absorb | PRMT1 inh | LEDGF integ inh | SIAE inh | GC-B act
# CC1(C(=O)NCc2ccccc2Br)CCN1C(=O)CCc1ccc(Cl)cc1Cl (stereo unspecified) as listed: -29 | nt | 2 | 1 | -7 | -12 | 5 | 5 | -2 | -3
# NC(=O)c1ccc(NC(=O)C2CCCC2)cc1 as listed: -4 | 10 | -1 | 5 | -3 | 0 | 1 | 0 | -3 | 2
# Cc1ccc(NC(=O)COc2nsnc2N2CCOCC2)cc1Cl as listed: -1 | -5 | -1 | 5 | 4 | -9 | -1 | 5 | 3 | -7
# CCOC(=O)C1=C(C)NC(SCC(=O)Nc2cc(C)on2)=C(C#N)C1c1cccs1 (stereo unspecified) as listed: 1 | -13 | 0 | 0 | 7 | -3 | -2 | -2 | 4 | -7
# O=C(CSc1nn(-c2ccccc2)c(=S)s1)NC1CCS(=O)(=O)C1 (stereo unspecified) as listed: 6 | 0 | 2 | 1 | 4 | 8 | 1 | 1 | -1 | -1

# Continuation:
# Values run as follows: ABHD4 inh	HTRA1 inhibitor	rCAG RNA binder	MBD2 inh	TCR-CD3 inh	TDP2 absorb	PRMT1 inh	LEDGF integ inh	SIAE inh	GC-B act
> CCC(=O)Nc1ccc(N2CCN(S(C)(=O)=O)CC2)cc1
 : -4	0	0	-1	-4	-5	-1	-6	1	6
> CCN(CC(=O)N1CCOCC1)S(=O)(=O)c1cc(Cl)ccc1Cl
 : 2	5	1	-5	-6	-14	-4	1	2	5
> O=[N+]([O-])c1ccc(NC(=S)N2CCc3ccccc32)cc1
 : 0	-8	4	-2	3	-1	-1	4	-1	-2
> CCC[C@H]1CN(c2ccccc2)C(=O)[C@@H]1CC(=O)NC
 : -1	1	0	2	-7	-1	2	-2	5	2
> COc1ccc(C(=O)c2cnc[nH]2)cc1OC
 : -4	-4	6	0	9	7	1	-1	5	-2
> CC(=O)N1CCN(C(=O)Nc2cccc(C(F)(F)F)c2)CC1
 : 3	2	-4	3	3	-7	-5	-1	0	5
> O=C(COC(=O)c1c2c(nc3ccccc13)/C(=C/c1cccc([N+](=O)[O-])c1)CCC2)NC1CCS(=O)(=O)C1 (stereo unspecified)
 : -37	-64	9	5	1	-1	3	0	-22	1
> CC(C)N1CC(O)=C(c2nc3ccccc3[nH]2)C1=N
 : 6	-9	-1	5	3	4	-1	1	7	-7
> O=C1C2C3CCC(C3)C2C(=O)N1Cc1ccco1 (stereo unspecified)
 : 3	-2	0	3	0	-6	1	0	-3	7
> C[C@H]1CN([C@@H](C)CO)C(=O)CCCn2nncc2CO[C@@H]1CN(C)Cc1ccc2c(c1)OCCO2
 : -1	-2	0	-2	4	2	1	2	11	-1
> COc1cnn(-c2ccccc2)c(=O)c1SCc1ccc(Cl)cc1Cl
 : -11	-19	2	0	2	4	17	0	-3	-10
> Cc1ccc(C)c(NC(=O)CSc2nc3ccc(N4C(=O)c5ccccc5C4=O)cc3s2)c1
 : 1	-2	12	3	-1	-1	4	2	-32	6
> O=C(CSc1ccc(-c2ccc(F)cc2)nn1)NCc1ccco1
 : -4	2	-1	0	10	3	2	-3	-7	-1
> Cc1noc(C)c1COC(=O)Cc1ccc(Cl)c(Cl)c1
 : -3	-1	-4	-3	4	3	-2	-2	1	-12
> Cc1ccc(-n2nnc(-c3nccn3C)n2)cc1
 : -1	6	3	2	-6	2	6	-2	0	3
> Cc1ccc(NC(=O)CN2CCN(C)CC2)cc1Br
 : 0	-8	-3	6	-15	-1	4	-1	-13	3
> Cc1ncnc(N)c1CCCNc1ccccc1
 : 0	4	0	-2	3	2	2	-1	4	4
> CC(C)(C)NC(=O)C(c1ccncc1)N(C(=O)Cn1nnc(-c2ccc(F)cc2)n1)c1cccc(F)c1 (stereo unspecified)
 : 0	-10	-6	-2	-2	9	0	-2	-2	-10
> COc1ccc(OC)c(NC(=O)c2ccccc2NS(=O)(=O)c2cccc3cccnc23)c1
 : 2	3	28	0	-3	7	-1	0	7	6
> O=C1N(c2ccc(Cl)cc2)C(c2ccccc2)N2CCCN12 (stereo unspecified)
 : 1	1	1	0	5	9	-2	0	-1	-10
> c1ccc2c(c1)nc(NC1CCCCC1)c1nncn12
 : 1	3	0	5	-5	3	10	-1	0	-4
> CCOc1cc(/C=C2/NC(=O)N(CC(=O)Nc3cccc(C)c3)C2=O)ccc1O
 : -2	1	14	-2	5	3	2	3	3	-2
> Cc1ccccc1C(=O)NNS(=O)(=O)c1ccc(F)cc1
 : 5	2	2	1	-15	-1	2	1	3	0
> O=C(Nc1ccccc1C(=O)N1CCCC1)C1CCN(c2ncccn2)CC1
 : -2	5	-1	2	2	1	1	-4	-2	-1
> COc1ccccc1N1CCN(C(=O)CNC(=O)c2ccc(Cl)cc2Cl)CC1
 : 1	3	2	6	-7	-4	0	-2	5	4
> COc1ccccc1OCCCCOc1ccccc1C(C)=O
 : -1	-10	2	-1	6	0	-3	-3	15	0
> O=C(O)c1cn(-c2ccccc2)nc1-c1ccncc1
 : -9	3	2	7	-4	-2	4	4	-4	8
> COCCSc1ccccc1C(=O)NCc1ccc(S(N)(=O)=O)cc1
 : -6	4	5	0	-9	-6	5	6	6	-1
> CC(=O)Nc1ccc2c(c1)n(C)c(=O)n2C
 : 1	-3	1	-3	2	-3	-1	6	12	3
> O=C1C2CC=CCC2C(=O)N1c1ccc(NCCc2ccc(Cl)cc2)c([N+](=O)[O-])c1 (stereo unspecified)
 : 1	-10	2	-2	-2	1	-2	2	2	-4
> COc1ccccc1OCC(=O)Nc1ccc(S(=O)(=O)N2CCN(C)CC2)cc1
 : -9	1	0	8	-11	2	4	2	-1	3
> COc1ccc(C2=Nc3ccccc3N(C(=O)c3ccc4ncccc4c3)C2C(=O)NC2CCCC2)cc1 (stereo unspecified)
 : -8	nt	9	-2	-1	-10	8	-5	2	-5
> O=C(O)C1C2OC(C(Br)C2Br)C1C(=O)O (stereo unspecified)
 : 4	4	1	1	-7	6	-1	-2	4	0
> CN(CC(=O)Nc1ccccc1C(F)(F)F)C(=O)C1CCN(S(=O)(=O)c2ccc3c(c2)OCCO3)CC1
 : 0	-2	-1	0	10	4	2	4	0	8
> O=C(CSc1ccc(-c2ccccn2)nn1)Nc1ccc(F)cc1F
 : 0	8	-3	4	-4	-2	0	0	-2	0
